NCI-60 one-dose screen, 48 h, at 10 µM unless noted. Numbers give growth in % (100 = growth as untreated, 0 = no growth, -100 = all killed).
COLO 205: COLO 205 colon cancer | hit rate 7.3% among 79,000
NCI-H226: NCI-H226 lung cancer | hit rate 3.5% among 79,000 | AID 1794732
HCT-15: HCT-15 colon cancer. hit rate 5.2% among 82,000
NCI-H23: NCI-H23 lung cancer | hit rate 4% among 80,000 | AID 1794731
NCI-H322M: NCI-H322M lung cancer; hit rate 2.7% among 80,000
HCT-116: HCT-116 colon cancer. hit rate 7.3% among 82,000
NCI/ADR-RES: NCI/ADR-RES ovarian cells; hit rate 4.4% among 81,000
NCI-H460: NCI-H460 lung cancer; hit rate 6.8% among 82,000
NCI-H522: NCI-H522 lung cancer | hit rate 8% among 78,000 | AID 1794739
* hit, by the source's call. The calls were made as follows: active = growth percent below 10; inactive = the rest.

SMILES | COLO 205 | NCI-H226 | HCT-15 | NCI-H23 | NCI-H322M | HCT-116 | NCI/ADR-RES | NCI-H460 | NCI-H522
CCC1C(=O)OCC1Cc1cncn1C (stereo unspecified) | 112 | 94 | 94 | 108 | 99 | 100 | 106 | 105 | 88

Not all compounds are listed (hit frequency here may not be typical).
